Screens from PubChem.
Salmonella PhoP GFP – inhibitors of PhoP regulon expression, primary screen, Salmonella Typhimurium, GFP reporter (AID 1863); S. Typhimurium PhoP-regulated promoter GFP reporter, 4 h; higher % means a stronger effect; one-dose inhibition, % at 50 µM; IC50 in µM for titrated hits; actives 0.16% (n = 300,000);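 active = inhibition over 29.93%, a cutoff 3 SD above the screen mean, later confirmed by dose response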;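 note: 0% = low Mg2+ inducing control and 100% = high Mg2+ repressing control; strong numbers were not always called active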
HIV peptide binding – cell-free HIV fusion peptide-binding blockers – biochemical, uHTS, fluorescence dequenching, primary screen (AID 1986). cell-free peptide binding, fluorescence dequenching, 30 min; higher % means a stronger effect. one-dose inhibition, % at 20 µM; IC50 in µM for titrated hits. actives 0.3% (n = 290,000); in the data active = inhibition mostly above about 52%, no sharp cut-off; inactive = mostly below about 76%; note: some results filed as inactive read as strong as hits
Rac1 GTP hydrolysis – MgcRacGAP GTPase-activating activity inhibitors, confirmation, biochemical, ADP Hunter fluorescence | MgcRacGAP-stimulated Rac1 GTP hydrolysis, ADP Hunter fluorescence; higher % means a stronger effect; GST-tagged Rac1 F28L mutant substrate | inhibition, % at 30 µM; hits with a dose series show IC50 in µM | actives 0.6% (n = 340,000);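 active = first-screen hits whose inhibition reached a set limit at any dose in the follow-up dose series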;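 note: fluorescence reports GDP produced by GAP-driven GTP hydrolysis; strong numbers were not always called active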
GPR55 antagonists – GPR55 antagonists blocking LPI-driven arrestin recruitment, primary screen, imaging, U2OS, beta-arrestin-GFP, LPI agonist (AID 2013). U2OS GPR55 beta-arrestin-GFP translocation imaging, LPI antagonism; higher % means a stronger effect. actives 0.13% (n = 290,000). one-dose inhibition, % at 10 µM; IC50 in µM for titrated hits;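 active = spots per cell inhibited over 60%, with over 100 cells counted and total cytoplasm intensity under 500,000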;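 note: U2OS cells stably carrying GPR55 and arrestin-GFP stimulated by 5 µM LPI near EC80; imaged beta-arrestin-GFP aggregate spots per cell after agonist stimulation; plate controls were LPI-stimulated DMSO wells for no effect and DMSO wells without LPI for full effect; some results filed as inactive read as strong as hits; confirmed hits need IC50 under 10 µM and bright autofluorescent wells are also inconclusive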
SIAH1 antagonists – Siah-1 peptide-binding antagonists, primary screen, biochemical, fluorescence polarization, rhodamine-plectin, uHTS (AID 1817); Siah-1 / rhodamine-plectin peptide fluorescence polarization; higher % means a stronger effect; one-dose displacement, % at 20 µM; IC50 in µM for titrated hits; actives 0.02% (n = 290,000);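 active = displacement of at least 50% at 20 µM, with a fluorescence ratio check between 0.3 and a set limit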;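 note: plate controls were Siah plus tracer with DMSO for no effect and tracer alone without Siah for full effect; strong numbers were not always called active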
Myeloid diff 2 – myeloid differentiation induction; ER-HoxA9 myeloid progenitors, lysozyme-GFP differentiation, flow cytometry; calls only at 10 µM; actives 1% (n = 360,000);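 active = normalized GFP-positive differentiation at or above the plate's own cutoff, the solvent-only control mean plus 3 SD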;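 note: cells exposed to compound for four days before flow analysis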
NTR1 ag – NTR1-driven beta-arrestin-GFP spot formation – imaging, U2OS cells, high content, primary screen (AID 493036). P30989. agonist mode. activation, % at 20 µM. actives 0.17% (n = 330,000);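 active = activation at or above 40% of the spot to cytoplasm intensity ratio, with at least 20 cells analyzed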;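 note: 0% = DMSO without peptide and 100% = 100 nM NTR1 peptide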
Target sequence (P30989 whole entry, looked up): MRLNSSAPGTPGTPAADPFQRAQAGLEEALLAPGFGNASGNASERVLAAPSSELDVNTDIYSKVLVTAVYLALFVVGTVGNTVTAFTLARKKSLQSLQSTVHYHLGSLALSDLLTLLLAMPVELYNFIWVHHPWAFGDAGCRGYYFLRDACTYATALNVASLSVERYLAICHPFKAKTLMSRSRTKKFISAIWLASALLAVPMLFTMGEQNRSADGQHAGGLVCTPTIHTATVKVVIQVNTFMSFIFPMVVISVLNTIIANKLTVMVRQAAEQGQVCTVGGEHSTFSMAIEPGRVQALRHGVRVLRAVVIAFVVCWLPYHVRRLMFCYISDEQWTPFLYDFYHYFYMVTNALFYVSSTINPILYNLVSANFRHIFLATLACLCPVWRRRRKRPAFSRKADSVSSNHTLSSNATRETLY
GPR35 antagonists – inhibition of zaprinast-stimulated GPR35 beta-arrestin translocation – imaging, U2OS, beta-arrestin-GFP, zaprinast agonist, primary screen (AID 2058); one-dose inhibition, % at 10 µM; IC50 in µM for titrated hits; actives 0.052% (n = 290,000); U2OS GPR35 beta-arrestin-GFP translocation imaging, zaprinast antagonism; higher % means a stronger effect;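 active = inhibition of at least 50% with at least 30 cells and total cytoplasm GFP at most 10,000,000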
LYP inhibition – PTPN22 lymphoid phosphatase activity blockers – biochemical, fluorescence intensity, uHTS (AID 1779); recombinant LYP phosphatase, fluorescence intensity; higher % means a stronger effect; inhibition, % at 11.5 µM; hits with a dose series show IC50 in µM; actives 0.054% (n = 290,000); in the data active = inhibition above about 50%;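 note: plate controls were vehicle with enzyme for no effect and no enzyme for full effect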
NTR1 ag cell count 20 µM – also measured in NTR1 ag; calls as there; cell count; measured here: cell count, cytotoxicity flag
Myeloid diff 2 GFP+ MAC1+ % – recorded beside Myeloid diff 2, whose call it bears; GFP+ MAC1+ double positive, %; measured here: differentiation confirmed by MAC1 staining
Starred values were filed as active, the others as inactive; i = inactive; . = no result given; + = active, no number.

SMILES,Salmonella PhoP GFP,HIV peptide binding,Rac1 GTP hydrolysis,GPR55 antagonists,SIAH1 antagonists,Myeloid diff 2,Myeloid diff 2 GFP+ MAC1+ %,NTR1 ag,NTR1 ag cell count 20 µM,GPR35 antagonists,LYP inhibition
O=C(Nc1ccc2oc(=O)ccc2c1)c1ccc(-c2cccc([N+](=O)[O-])c2)o1,9%,-4.4%,.,3%,5%,i,0.2,6.8,66,1%,-5%
CN1CCN(C(=O)C2=C[C@@H](c3coc4ccccc4c3=O)C[C@@H](OCCCCO)O2)CC1,-4%,0.9%,1%,-2%,0%,i,2.7,8.5,96,-28%,-3%
COc1ccc(S(=O)(=O)N2CCOC2CNC(=O)C(=O)NCCN2CCOCC2)cc1 (centres undefined),0%,1.1%,8%,21%,2%,i,0.5,0.0,43,12%,-11%
O=C(NCc1ccco1)Nc1ccccc1Cl,5%,-0.9%,6%,4%,1%,i,1.2,0.5,100,6%,-7%
Cc1ccccc1C(=O)c1cccn1CC(=O)NC(C)CCc1ccccc1 (centres undefined),1%,-0.7%,5%,7%,3%,i,7.8,2.3,67,21%,-7%
Cc1cccn2c(=O)c3cc(C(=O)NC4CCCCC4)sc3nc12,-3%,1.5%,5%,-5%,6%,i,1.6,-0.4,50,-14%,-5%
Cc1ccc2[nH]cc(CCNC(=O)C3CCCO3)c2c1 (centres undefined),0%,1.5%,8%,10%,-2%,i,0.6,-1.2,56,-9%,-9%
CCOc1ccc(C(=O)COC(=O)C2CCN(c3ccc(C(F)(F)F)cn3)CC2)cc1,-9%,.,4%,.,.,i,0.3,-0.2,44,.,.
CCC(C)Sc1ccc([C@H]2N[C@@](CC(C)C)(C(=O)OC)[C@H]3C(=O)N(CC)C(=O)[C@@H]23)cc1 (some centres undefined),7%,.,2%,.,.,i,1.3,2.3,64,.,.
COc1ccc(C(=O)NCCS(=O)(=O)N(C)Cc2ccccc2)cc1,7%,.,7%,.,.,i,0.7,0.1,73,.,.
O=c1[nH]c2ccc(S(=O)(=O)Nc3ccc(-c4nnc5n4CCCCC5)cc3)cc2o1,3%,0.7%,1%,-3%,-1%,i,0.7,-1.9,67,14%,-7%
CCOC(=O)C1=CSC2=NS(=O)(=O)CCN12,30%,-0.4%,2%,-13%,-3%,i,0.5,-0.1,55,-7%,-6%
COc1ccc(NCc2cc(=O)oc3cc(NC(C)=O)ccc23)cc1,7%,-3.9%,14%,-2%,-5%,i,0.1,0.4,82,2%,-6%
CCOC(=O)C1CCN(C(=O)N2CCOCC2)CC1,-2%,-1.6%,4%,8%,0%,i,0.4,-0.6,51,-3%,-3%
c1cc(-c2sc(-c3ccncc3)c(-c3ccncc3)c2-c2ccncc2)ccn1,-4%,9.8%,.,0%,14%,i,1.1,-0.5,50,0%,-8%
CC12CCC(=O)N1C(C(=O)N1CCN(S(=O)(=O)c3ccc(Br)cc3Cl)CC1)CS2 (centres undefined),7%,.,3%,.,.,i,0.3,1.4,67,.,.
Cc1sc2c(c1C)c(=O)n(-c1ccccc1)c1nncn21,8%,-2.3%,6%,23%,8%,i,0.7,4.3,81,24%,-12%
O=C(Nc1ccc(Cl)c(Cl)c1)C1CC(=O)N(c2ccc(Br)cc2)C1 (centres undefined),7%,-0.3%,5%,10%,0%,i,8.5,8.5,40,9%,-3%
COc1cccc(-c2nc(-c3ccc(NC(=O)c4cccnc4)cc3)no2)c1,3%,-1.9%,3%,22%,9%,i,0.9,2.4,53,-4%,-1%
COc1ccc(NS(=O)(=O)c2cccc(C(=O)NCC3(N4CCOCC4)CCCCC3)c2)cc1,-3%,0.0%,8%,-12%,-1%,i,0.4,0.9,70,10%,-9%
CN(c1ccc(O)cc1)S(=O)(=O)c1ccc2ccccc2c1,10%,-0.1%,13%,-6%,8%,i,2.4,0.3,48,-4%,-5%
NNc1nc2c(F)cccc2s1,2%,4.6%,5%,-5%,13%,i,0.7,-0.2,61,6%,-2%
N#C/C(=C\c1ccc(Cl)cc1Cl)c1n[nH]c(Cn2cncn2)n1,0%,1.6%,15%,8%,10%,i,0.7,-0.5,29,-3%,-4%
CC(Sc1nccn1C)C(=O)Nc1ccccc1 (centres undefined),-3%,1.9%,6%,12%,-3%,i,3.1,-1.0,54,2%,-12%
COc1ccc(OC)c2nc(-c3cccnc3)ccc12,-1%,0.8%,10%,9%,4%,i,0.4,2.5,86,13%,-8%

(list continues)
SMILES,Salmonella PhoP GFP,HIV peptide binding,Rac1 GTP hydrolysis,GPR55 antagonists,SIAH1 antagonists,Myeloid diff 2,Myeloid diff 2 GFP+ MAC1+ %,NTR1 ag,NTR1 ag cell count 20 µM,GPR35 antagonists,LYP inhibition
O=C(CCN1C(=O)c2ccccc2C1=O)Nc1ccccc1C(=O)N1CCOCC1,2%,-0.1%,13%,-4%,0%,i,0.8,0.1,32,2%,-4%
Cc1ccc(N2C(=O)CC(Sc3ccccc3C(=O)O)C2=O)cc1 (centres undefined),8%,-0.8%,8%,3%,3%,i,0.3,0.0,60,-11%,-7%
COc1ccc(C)cc1-n1c(=O)c2ccccc2c2ccccc2c1=O,7%,-0.1%,13%,-3%,-1%,i,0.9,.,.,12%,-1%
CN1CCN(C(=S)C(=O)Nc2ccccc2)CC1,4%,-1.2%,6%,15%,2%,i,0.2,1.9,76,33%,-7%
COCCCNc1nc2nonc2nc1N1CCC(C(C)N2CCOCC2)CC1 (centres undefined),4%,1.3%,6%,-3%,6%,i,0.2,0.6,53,6%,-6%
COc1ccc(Nc2nc(N3CCCCC3)nc(N3CCCCC3)n2)c(OC)c1,.,-0.4%,8%,0%,-3%,i,1.3,4.5,61,-6%,0%
COC(=O)CCCCCCCCC(O)CN(C)C (centres undefined),-5%,-1.0%,6%,24%,4%,i,0.5,1.0,60,-6%,-6%
O=c1cc(-c2ccccc2)[nH]c2cc(Cl)ccc12,1%,2.4%,7%,-17%,19%,.,.,-0.5,88,0%,0%
Cc1cc(=O)oc2cc(OCC(=O)OCC(=O)NC3CC3)ccc12,-4%,-0.1%,0%,-12%,0%,i,0.3,0.1,51,18%,-8%
Cc1ccc2nc(/C(C#N)=C/c3ccccc3C(=O)O)[nH]c2c1,-1%,3.9%,16%,6%,7%,i,0.5,1.1,51,-7%,-2%
COc1cccc(NC(=O)[C@H](C)NC(=O)C2CCN(S(=O)(=O)c3ccc(C)cc3)CC2)c1,-8%,-1.4%,9%,14%,-1%,i,0.2,1.5,65,19%,-4%
CCN(CCO)Cc1csc2cc(C)ccc12,-7%,-1.3%,-5%,6%,-6%,i,1.0,0.6,79,27%,-1%
CC1(C)N=C(N)N=C(N)N1c1ccc(F)cc1F,-1%,-2.5%,6%,25%,0%,+,7.2*,-0.6,50,-6%,-1%
CC(C)c1ccc(NC(=O)c2n[nH]c(=O)c3ccccc23)cc1,4%,-1.2%,3%,6%,6%,.,.,.,.,-22%,-6%
CC1=CC(C)(C)N(C(=O)CCl)c2ccccc21,16%,-0.5%,1%,8%,-2%,i,0.2,2.1,83,1%,-13%
Cc1cc(C(F)(F)F)c(C#N)c(Sc2ccccc2)n1,-13%,-1.3%,6%,0%,0%,i,0.6,-0.3,68,7%,-3%
Nc1nnc(SCCN2C(=O)c3ccccc3C2=O)s1,0%,12%,8%,-10%,1%,i,6.1,-0.7,79,5%,-2%
Cc1[nH]c2c(C)cccc2c(=O)c1CN1CCCCCC1,-5%,-1.1%,4%,11%,-5%,i,0.4,-0.7,38,-17%,-4%
C/C(=N\NC(=O)COc1cccc(Cl)c1)c1ccc2c(c1)OCCO2,3%,-0.9%,1%,9%,2%,i,0.3,4.1,39,4%,6%
COc1ccc(C(=O)Nc2nc3nccc(-c4ccccc4)n3n2)cc1,-5%,0.1%,-3%,-8%,11%,i,0.3,-2.8,45,-11%,-9%
O=C(Nn1cnnc1)c1cc(Cl)ccc1Cl,5%,-2.3%,7%,12%,-2%,i,0.2,-1.2,48,11%,-2%
CC(CC(=O)NNC(=O)c1ccncc1)c1ccccc1 (centres undefined),-2%,.,2%,.,.,i,1.0,2.2,56,.,.
O=C(c1ccccc1)c1ccccn1,3%,-0.1%,1%,-8%,4%,i,0.4,-0.2,76,-6%,-4%
COc1ccc(NC(=O)CSc2nnc(N)s2)cc1,-3%,-4.6%,12%,8%,6%,.,.,0.0,38,-2%,-8%
O=C(COC(=O)c1ccco1)c1ccc(Cl)cc1,7%,-2.0%,-3%,1%,-5%,i,1.4,0.4,59,-8%,-8%

Next results follow.
SMILES,Salmonella PhoP GFP,HIV peptide binding,Rac1 GTP hydrolysis,GPR55 antagonists,SIAH1 antagonists,Myeloid diff 2,Myeloid diff 2 GFP+ MAC1+ %,NTR1 ag,NTR1 ag cell count 20 µM,GPR35 antagonists,LYP inhibition
CCOc1ccc(C(=S)N2CCOCC2)cc1,7%,-0.3%,0%,-12%,0%,i,0.5,1.7,38,13%,-4%
CC(OC(=O)CC(NC(=O)c1ccccc1Cl)c1ccccc1)C(=O)Nc1cccc(Cl)c1Cl (centres undefined),14%,0.6%,10%,20%,9%,i,0.8,5.1,51,6%,2%
Cc1cccc(CN2C(=O)[C@@H]3Cc4c([nH]c5ccccc45)C(C)(C)N3C2=O)c1,12%,.,2%,.,.,i,2.7,22,86,.,.
CCN(CC)S(=O)(=O)c1cccc(C(=O)NCC(=O)OCC(=O)NCc2ccccc2)c1,11%,0.0%,2%,2%,-1%,i,0.8,-1.9,90,5%,-15%
